Tau fluor counter: counter-screen for tau fibril formation inhibitors | tau K18 P301L Alexa594 fluorescence, heparin fibrillization | hit rate 0.93% among 280,000 | AID 1463 | Potency, µM (series often up to 57.7 µM), for inactives: top-dose activity change, negative = decrease; further: on the % scale 0 is the no-effect control and ±100 the full control effect; nearly all actives have a fitted effect of over 55% in size
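Human K18 P301L tau (15 uM unlabeled plus 0.24 uM Alexa 594-labeled, final) in 100 mM sodium acetate pH 7 was mixed with compound and 20 uM heparin and incubated 6 hr at 37 C.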
ALDH1A1 inh: inhibitors of human aldehyde dehydrogenase 1A1; P00352; Potency, µM (series often up to 75.3 µM), without a hit: at the highest dose activity, negative = inhibition, usual class: inhibitors; Purified ALDH1A1, NADH fluorescence, propionaldehyde substrate; hit rate 7.3% among 220,000; active means well fitted inhibition curve with a large enough effect, not every such curve was filed as active; inconclusive means small, poorly fitted or top-dose-only effect, or another doubt; inactive means no such curve, though single readings can be large or run the other way;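 further: plate controls were no enzyme wells and a reference inhibitor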
Target sequence (P00352 whole entry, looked up): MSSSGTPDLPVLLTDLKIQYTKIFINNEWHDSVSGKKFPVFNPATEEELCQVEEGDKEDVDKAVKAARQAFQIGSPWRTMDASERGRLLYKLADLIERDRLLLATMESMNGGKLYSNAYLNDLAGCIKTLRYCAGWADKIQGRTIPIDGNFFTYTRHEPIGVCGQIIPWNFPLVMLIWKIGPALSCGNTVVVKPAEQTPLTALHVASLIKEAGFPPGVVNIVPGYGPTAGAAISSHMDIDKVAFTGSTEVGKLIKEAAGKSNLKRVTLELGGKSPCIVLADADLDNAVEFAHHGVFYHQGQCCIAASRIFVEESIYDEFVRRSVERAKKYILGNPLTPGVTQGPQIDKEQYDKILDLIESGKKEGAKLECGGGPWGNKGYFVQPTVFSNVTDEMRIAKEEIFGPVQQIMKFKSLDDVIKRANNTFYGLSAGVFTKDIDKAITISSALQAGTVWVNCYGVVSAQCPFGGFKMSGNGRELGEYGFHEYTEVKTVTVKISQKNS
Tau FP inhib: tau fibrillization inhibition (FP); P10636; K18 P301L tau heparin fibrillization, Alexa594 FP, 6 h; Potency, µM (doses to about 57.7 µM), without a hit: at the top dose activity, negative = inhibition, most hits filed as inhibitors; hit rate 0.39% among 280,000; AID 1468; further: on the % scale 0 is the no-effect control and ±100 the full control effect; nearly all actives have a fitted effect of over 55% in size
Target sequence (P10636 561-689 P618L limits assumed): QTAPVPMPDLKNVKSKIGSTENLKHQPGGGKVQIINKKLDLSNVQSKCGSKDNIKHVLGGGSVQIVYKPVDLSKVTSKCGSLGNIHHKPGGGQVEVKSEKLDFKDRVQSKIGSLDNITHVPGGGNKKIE
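Quantitative HTS format: compounds meet 15 uM recombinant K18 P301L tau and Alexa 594-tau tracer in 100 mM sodium acetate pH 7; 20 uM heparin triggers fibrillization at 37 C over 6 hr; FP gives the signal.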
JMJD2E inh: blocks human JMJD2E demethylase activity; B2RXH2; JMJD2E catalytic domain, FDH-coupled NADH fluorescence (FDH is formaldehyde dehydrogenase); Potency, µM (top dose mostly 57.1 µM), for inactives: top-dose activity change, negative = inhibition, hits mostly inhibitors; hit rate 1.6% among 230,000; active means well fitted inhibition curve with a large enough effect, not every such curve was filed as active; inconclusive means small, poorly fitted or top-dose-only effect, or another doubt; inactive means no such curve, though single readings can be large or run the other way;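 further: 0% = wells with enzyme and -100% = buffer wells without enzyme; nearly all actives have a fitted effect of over 50% in size; many of its hits are not listed in these tables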
Target sequence (B2RXH2 1-337 limits assumed): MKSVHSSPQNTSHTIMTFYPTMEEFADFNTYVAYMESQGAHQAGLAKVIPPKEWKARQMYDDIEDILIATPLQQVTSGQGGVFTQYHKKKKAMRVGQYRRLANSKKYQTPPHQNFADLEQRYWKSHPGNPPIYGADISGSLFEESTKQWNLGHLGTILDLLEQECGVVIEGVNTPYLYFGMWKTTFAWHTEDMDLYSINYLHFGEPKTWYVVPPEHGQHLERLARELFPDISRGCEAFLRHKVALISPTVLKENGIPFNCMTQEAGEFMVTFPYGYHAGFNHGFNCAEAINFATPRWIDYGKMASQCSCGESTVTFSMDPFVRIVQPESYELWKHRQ
SMN2 splice up: enhancers of SMN2 splice variant expression; HEK293 SMN2-luciferase splicing reporter, luminescence, 30-36 h; Potency, µM (series often up to 46.1 µM), inactives show at the highest dose activity change, positive = activation, hits mostly activators; hit rate 2.8% among 210,000; AID 1458; further: % of control where 0% means no effect; nearly all actives have a fitted effect of over 55% in size
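HEK293 cells carry an SMN2 minigene-luciferase reporter in which exon 7 inclusion puts luciferase in frame. Cells were seeded at 2000 cells/well, attached for 10-12 hours, then exposed to compounds for 30-36 hours at 37C before ONE-Glo luminescence.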
HTT cytoprotect: protects HTT-Q103 PC12 cells, measured by ATP. PC12 HTT-Q103 induced, cytoprotection, ATP luminescence, 40 h. hit rate 0.14% among 230,000. AID 1471. Potency, µM (doses to about 56.4 µM), for inactives: cytoprotection (ATP increase), usual class: activators;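 further: % of control where 0% means no effect; nearly all actives have a fitted effect of over 45% in size; toxic huntingtin expression switched on by the ecdysone agonist tebufenozide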
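PC12 cells stably carrying ecdysone-inducible Htt exon 1 (Q103)–GFP were induced with 100 nM tebufenozide (final) alongside library compounds in a dose series. Cytoprotection was scored as retained ATP by ATPlite luminescence.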
Tau ThT inhib: inhibitors of human tau fibril formation, thioflavin T binding; P10636; recombinant tau K18 P301L, heparin-induced fibrillization, ThT fluorescence; Potency, µM (highest dose often 57.4 µM), for the others: at the highest dose activity, negative = inhibition, usual class: inhibitors; hit rate 2.1% among 270,000; further: on the % scale 0 is the no-effect control and ±100 the full control effect; nearly all actives have a fitted effect of over 55% in size
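Fibril formation assay: tau K18 P301L at 15 uM with trace Alexa 594 label, heparin inducer 20 uM, pH 7 sodium acetate buffer, 37 C for 6 hr; endpoint ThT signal.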
HTT aggregate: mutant huntingtin aggregation inhibition | PC12 HttQ103-GFP aggregates, Acumen cytometry, 40 h | Potency, µM (top dose mostly 46.1 µM), without a hit: at the top dose activity change, negative = inhibition, actives largely listed as inhibitors | hit rate 1.1% among 220,000; further: on the % scale 0 is the no-effect control and ±100 the full control effect; nearly all actives have a fitted effect of over 60% in size
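Multiplexed with ATP-based cell death, this channel scores GFP aggregates in PC12 cells expressing inducible HTTex1-Q103-GFP. Induction used 100 nM tebufenozide; compounds were tested in concentration series.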
Starred values were filed as active, the others as inactive; ? = inconclusive; · = not tested or not shown; & = joins results of further samples; [ ] = another dose, or the depositor's remark. Unless noted, the call rests on the fitted dose curve; in most records, active means well fitted curve in the direction sought with a large enough effect; inconclusive means small, poorly fitted or top-dose-only effect, or another doubt; inactive means no such curve, though single readings can be large; an effect the other way counts as inactive or inconclusive. Potency means the concentration at half of the fitted maximal effect. These rows are one share of the data, so the mix of outcomes need not match the whole.

Compound | Tau fluor counter | HTT cytoprotect | JMJD2E inh | Tau ThT inhib | Tau FP inhib | HTT aggregate | SMN2 splice up | ALDH1A1 inh
C=CCN1C(=O)C(CC(=O)Nc2ccccc2)N(Cc2ccccn2)C1=S (stereo not given) | -19% | -3% | -1% | -15% | -5% | ? | -19% | 4%
Cc1ccc(S(=O)(=O)CC(c2ccccc2)N2CCOCC2)cc1 (stereo not given) | 1% | -25% | 11% | 1% | 3% | 12% | -12% | -10%
OC1(c2ccccc2)CCN(Cc2ccccc2)C2CCCCC21 (stereo not given) | -10% | 17%[10 µM] | 1% | -5% | -3% | ? | -6%[1.84 µM] | 4%
CC(C)Nc1nc(NC(C)(C)C)nc(Oc2ccc(=O)n(C)n2)n1 | -4% | 5%[10 µM] | -2% | -6% | 2% | -4%[9.22 µM] | ? | 9%
Cc1ccc(C(=O)CSc2ccc(-c3cccnc3)nn2)cc1 | -5% | -14% | 5% | -7% | 1% | -10% | -13% | 6%
COc1cc(SC#N)ccc1N=Cc1c(C)[nH]n(-c2ccc(C)cc2C)c1=O | -21% | ? | -2% | 14µM* | ? | ? | 5% | 0.71µM*
CCOC(=O)c1ccc2[nH]c3c(c2c1)CN(C)CC3 | 1% | 21%[10 µM] | ? | -12% | 8% | -17% | 14% | ?
COc1ccc(-c2cc(C(=O)NC(C(=O)O)C(C)C)c(C)o2)cc1OC (stereo not given) | -10% | 9% | -4% | ? | ? | 12% | 1% | ?
O=C(NCc1ccccc1)c1ccc2c(c1)OCCO2 | 0% | -5% | 14% | 2% | -7% | -5% | 19% | 9%
COc1cc(C2NC(=O)c3c(sc4c3CCN(C)C4)N2)cc(OC)c1OC (stereo not given) | 2% | · | · | ? | -3% | · | -3% | ·
Cc1cc(C)n(-c2ccc(C(=O)OCC(=O)NC(c3ccccc3)c3ccccc3)cc2)n1 | -7% | · | -8% | -7% | 1% | -6% | -24% | 12%
N#Cc1cn(CC(=O)O)c2ccccc12 | -2% | 10% | -10% | -6% | 1% | 3% | -1% | 11%
CC1=CN2C(=NC(=O)CC2(C)C(=O)N(CC(=O)NC2CCCC2)c2cc(C)cc(C)c2)C=C1 (stereo not given) | 7% | 12%[10 µM] | ? | 1% | 6% | -3%[9.22 µM] | 4% | ?
O=C(NCc1ccco1)c1cc([N+](=O)[O-])ccc1Cl | -4% | 8%[10 µM] | 5% | -5% | -4% | -2%[9.22 µM] | -14% | -6%
COc1ccc(N2CCN(C(=O)CN(C)S(=O)(=O)c3cccs3)CC2)cc1 | -18% | · | · | -13% | 7% | · | -18% | ·
CN(C)/C=C1\C(=O)N(c2ccc([N+](=O)[O-])cc2)N=C1c1ccccc1 | ? | 0%[10 µM] | -6% | 18µM* | ? | -13% | ? | 25µM*
CCCc1ccc(C2Sc3ccccc3NC3=C2C(=O)c2ccccc23)cc1 (stereo not given) | 3.2µM*[quencher] | · | · | ? | ? | · | -18% | ·
CC(=O)Nc1cccc(/C(C)=N/NC(=S)NC(C)C)c1 | -1% | -12%[10 µM] | 7% | -5% | -11% | 6%[9.22 µM] | 24% | 6%
O=C(CN(c1ccccn1)S(=O)(=O)c1ccccc1)N/N=C/c1cccc([N+](=O)[O-])c1 | -7% | 17%[10 µM] | ? | -8% | 6% | 10% | 2% | 0%
O=C1c2ccccc2C(Nc2ccc3c(c2)OCCO3)N1Cc1ccco1 (stereo not given) | -4% | 17%[10 µM] | 0% | 2% | -1% | -7% | -39%[inhibitor] | 7.1µM*
CC(C)C(=O)NC(=S)Nc1ccc(S(=O)(=O)NC(C)(C)C)cc1 | -1% | 2% | -1% | -2% | -4% | -6% | -28% | ?
C=C(C)CNC(=S)N/N=C(\C)c1ccc(Cl)s1 | -19% | · | 3% | -11% | 2% | -6% | 14% | ?
Cc1ccc(NS(=O)(=O)c2cc(C(=O)N3CCN(C)CC3)ccc2C)cc1C | 2% | · | 10% | -2% | 1% | -10% | 9% | -1%
CSCC[C@H](NC(=O)Nc1ccc(S(N)(=O)=O)cc1)C(=O)O | 5% | 19%[10 µM] | 0% | 9% | -5% | 4%[9.22 µM] | · | ·
O=C(CCNS(=O)(=O)c1ccc(Cl)cc1)NCc1ccccn1 | 13% | -9%[1.9 µM] | -21% | 12% | 3% | -8% | 9% | -7%
Cc1cnc(C)c(N2CCN(Cc3nc(-c4ccc(C)o4)oc3C)CC2)n1 | -3% | 11%[10 µM] | ? | -20% | 12% | 22%[9.22 µM] | · | -2%
CCOC(=O)c1c(C)[nH]c(C(=O)COC(=O)c2cn(CC)c3nc(C)ccc3c2=O)c1C | 8% | -7% | 3% | 4% | 7% | -17% | -9% | -10%
CN(C(=O)c1ccncc1)c1ccccc1 | 2% | -10%&26%[10 µM] | ? | 3% | 2% | -6%[9.22 µM] | -7%[9.22 µM] | -5%[13.5 µM]
CCC(C)NC(=O)c1ccc(N2CCC3(CC2)OCCO3)c([N+](=O)[O-])c1 (stereo not given) | -3% | 20%[10 µM] | -5% | 4% | 5% | -12% | · | 2%
CCn1ncc(C(=O)Nc2ccc(S(=O)(=O)N3CCCC3)cc2)c1C | -10% | 2% | -1% | -3% | -11% | ? | -40%[inhibitor] | ?

New compounds follow
Compound | Tau fluor counter | HTT cytoprotect | JMJD2E inh | Tau ThT inhib | Tau FP inhib | HTT aggregate | SMN2 splice up | ALDH1A1 inh
CSc1nc2c(c(=O)[nH]1)C(c1cccc(Br)c1)CC(=O)N2 (stereo not given) | 3% | -24% | -11% | 2% | 10% | 3% | -6% | 0%
Cc1ccc(F)cc1NC(=S)NCCc1ccccc1 | 1% | 2%[10 µM] | 6% | 5% | 12% | -15% | -21% | 21%
Cc1ccc(C)n1-c1nn(S(=O)(=O)c2cccc3cccnc23)c2cccc(F)c12 | ? | 6%[10 µM] | 1% | · | ? | -1%[9.22 µM] | · | ·
Cc1[nH]c(=O)c(C(=O)c2ccccc2O)cc1C(=O)O | 6% | 1% | 0% | 6% | 5% | 1%[9.22 µM] | -2% | -4%
c1ccc(CNCC2COc3ccccc3O2)cc1 (stereo not given) | 5% | 13%[10 µM] | 2% | -2% | 5% | 18% | 9% | 5%
Cc1cc(C(=O)OCC(=O)Nc2cc(S(=O)(=O)N(C)C)ccc2C)c(C)o1 | -12% | -9% | 1% | 3% | 0% | -4% | · | -6%
c1ccc2c(-c3nnc(SCc4cn5ccccc5n4)o3)c[nH]c2c1 | -28% | -4% | ? | ? | -5% | 6% | -21% | 6%
N#CCCN1CCN(S(=O)(=O)c2ccc(S(=O)(=O)NC3CCCC3)cc2)CC1 | -6% | 7%[10 µM] | 5% | 5% | -6% | -2% | 6% | 8%
COc1ccc(Cl)cc1N(C)C(=O)c1cc2c(=O)oc3ccc(C)cc3c2s1 | -17% | · | · | 3% | -2% | · | -13% | ·
Cc1ccc(N2CC(C(=O)NC3CCSC3=O)CC2=O)cc1 (stereo not given) | -3% | 2%[10 µM] | 1% | -6% | 3% | 6% | 1% | 8%
COc1ccc(CN2CCCC(CNC(=O)c3ccc(F)cc3)C2)c(F)c1 (stereo not given) | 6% | -4%[10 µM] | 11% | -2% | 4% | 3%[9.22 µM] | -20% | ?
O=C(N1CCCCCC1)N1CCN(S(=O)(=O)N2CCCCC2)CC1 | 2% | -3%[10 µM] | 2% | 0% | 2% | 1% | 1% | ?
COc1cc2c(cc1O)[C@@H]1Cc3cc(OC)c(OC)cc3C(C2)N1C | 2% | -9%[10 µM] | -16% | -1% | -5% | -32%[9.22 µM] | · | ·
O=C(CNC(=S)NC(=O)C1CCCCC1)c1ccccc1 | -9% | 10%[10 µM] | -4% | -18% | -4% | ? | ? | 2%
O=C(COC(=O)c1cccnc1)NC1CCCc2ccccc21 (stereo not given) | 1% | -19% | -5% | -1% | 1% | 17% | 12% | -3%
Cn1c(C(=O)NCCCN2CCCCC2)cc2sccc21 | -7% | -3% | 1% | -11% | -7% | 6% | 22% | 4%
O=C(OCC(=O)N1CCOCC1)c1ccc2c(c1)OCCO2 | -3% | -1% | 0% | -13% | -2% | -3% | 20% | 9%
COc1ccc(OC)c(S(=O)(=O)N2CCC(C(=O)Nc3ccc(C)c(C)c3)CC2)c1 | -29% | -20%[10 µM] | 0% | -5% | 6% | -19% | -37%[inhibitor] | ?
Cc1ccc2oc3c(c(=O)c2c1)C(c1ccc(OCC(N)=O)cc1)N(Cc1ccc2c(c1)OCO2)C3=O (stereo not given) | -11% | · | · | ? | -1% | · | -2% | ·
O=C(CSc1c2c(nc3cc(Cl)ccc13)CCCC2)NCc1ccco1 | -7% | 13µM* | -1% | ? | 17% | · | 17% | -5%
Cc1nc2nc[nH]n2c(=O)c1NC(=O)c1cccc(OCC(C)C)c1 | -2% | -13% | 9% | -10% | -4% | -2% | 2% | 13%
O=C(O)c1cccc(NC(=S)NC(=O)c2ccc(-c3ccccc3)cc2)c1 | -2% | -68%[inhibitor] | -14% | 4% | 11% | 4%[9.22 µM] | 3.2µM* | 25µM*
Cc1ccccc1-c1nc(CN2CCC(C(=O)NCc3ccccc3Cl)CC2)c(C)o1 | -15% | · | · | -10% | -2% | · | 5% | ·
CC(C)(C)NC(=O)C(c1ccncc1)N(Cc1ccc(F)cc1)C(=O)c1ccc(-c2ccccc2)[nH]1 (stereo not given) | -18% | ? | ? | ? | -1% | -20% | -60%[inhibitor] | ?
CCCC(=O)Nc1ccc(Cl)c(NC(=O)c2cccnc2)c1 | -8% | -29%[10 µM] | 0% | -11% | 6% | -10% | -6% | 7%
COCCNC(=O)CC(NS(=O)(=O)c1ccc(NC(C)=O)cc1)C(C)C (stereo not given) | -6% | 9% | 13% | -6% | -3% | -24% | -6% | 1%
CC(CCc1ccccc1)NC(=O)C1CCN(S(=O)(=O)c2cnc[nH]2)CC1 (stereo not given) | 1% | -9%[1.9 µM] | -4% | 0% | -6% | 14% | -4% | 1%
Cc1ccc(N(CC(=O)N2CC(=O)Nc3ccccc32)S(=O)(=O)c2ccc3c(c2)OCCO3)cc1 | -21% | 12%[10 µM] | -5% | -7% | -4% | -3% | -13% | ?
CC(=O)c1c(C)oc2ccc(O)c(CN3CCOCC3)c12 | -10% | -9%[10 µM] | -20% | -14% | -2% | -6% | -27% | -12%
COc1ccc(Cn2c(CCC(=O)Nc3ccccc3)nc3cccnc32)cc1 | -14% | -31% | 5% | -1% | -10% | 4% | 4% | 11%
